Bioassay records: PubChem BioAssay, several laboratories
Neddylation inh – blocks human cullin neddylation; P61081+Q13564; 360,000 tested, 0.58% active; calls only at 25 µM; TR-FRET cullin neddylation, biochemical; in the data active means inhibition above about 36%
Target sequence (P61081 whole entry, looked up): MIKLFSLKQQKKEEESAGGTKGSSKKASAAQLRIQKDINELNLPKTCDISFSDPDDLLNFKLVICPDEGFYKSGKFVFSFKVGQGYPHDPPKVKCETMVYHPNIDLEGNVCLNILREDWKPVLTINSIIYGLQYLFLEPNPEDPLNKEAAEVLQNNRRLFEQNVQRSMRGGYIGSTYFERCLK
Target sequence (Q13564 whole entry, looked up): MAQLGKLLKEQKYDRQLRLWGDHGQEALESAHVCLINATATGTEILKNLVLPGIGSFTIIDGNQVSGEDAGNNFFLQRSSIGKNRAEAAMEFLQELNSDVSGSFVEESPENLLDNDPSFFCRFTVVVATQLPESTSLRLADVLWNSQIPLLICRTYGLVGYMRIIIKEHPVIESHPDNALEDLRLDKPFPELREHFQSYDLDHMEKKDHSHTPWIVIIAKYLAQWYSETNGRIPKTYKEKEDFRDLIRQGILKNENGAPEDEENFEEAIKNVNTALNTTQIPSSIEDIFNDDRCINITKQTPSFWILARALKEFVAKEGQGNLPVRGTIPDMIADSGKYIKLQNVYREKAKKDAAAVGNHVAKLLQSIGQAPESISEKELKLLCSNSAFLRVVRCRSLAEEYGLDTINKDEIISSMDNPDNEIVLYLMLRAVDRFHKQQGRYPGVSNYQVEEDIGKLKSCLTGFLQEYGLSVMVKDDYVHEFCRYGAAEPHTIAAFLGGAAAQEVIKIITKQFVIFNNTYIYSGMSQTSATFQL
MLLE-PAM2 inh – blocks PAM2 peptide binding to the PABP1 MLLE domain; AID 588489; GST-MLLE / FITC-PAM2 fluorescence polarization; 360,000 tested, 0.36% active; inhibition, % at 20 µM; in the data active means inhibition above about 35%, passing the limit was not always enough;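 further: plate controls were DMSO wells with GST-MLLE for no effect and wells lacking GST-MLLE protein for full effect; some results filed as inactive read as strong as hits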
Rin1-Abl PPI inh – inhibitors of human Rin1-Abl protein interaction | P00519+Q13671 | inhibition, % at 7.35 µM | TR-FRET Rin1/Abl binding, biochemical | 360,000 tested, 0.4% active; in the data active means inhibition above about 5%, passing the limit was not always enough
CSN deneddyl inh – inhibitors of human CSN-mediated cullin deneddylation | inhibition, % at 12.5 µM | 360,000 tested, 0.38% active | Q92905 | Purified CSN, SCF-Nedd8-OG deneddylation, fluorescence polarization;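 active means pattern-corrected inhibition above about 35%, with an unprinted fluorescence ratio check between 0.5 and 1.5, limit read from the data, passing the limit was not always enough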;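 further: 0% = enzyme with substrate and 100% = substrate without enzyme; some results filed as inactive read as strong as hits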
Target sequence (Q92905 whole entry, looked up, one chain of several): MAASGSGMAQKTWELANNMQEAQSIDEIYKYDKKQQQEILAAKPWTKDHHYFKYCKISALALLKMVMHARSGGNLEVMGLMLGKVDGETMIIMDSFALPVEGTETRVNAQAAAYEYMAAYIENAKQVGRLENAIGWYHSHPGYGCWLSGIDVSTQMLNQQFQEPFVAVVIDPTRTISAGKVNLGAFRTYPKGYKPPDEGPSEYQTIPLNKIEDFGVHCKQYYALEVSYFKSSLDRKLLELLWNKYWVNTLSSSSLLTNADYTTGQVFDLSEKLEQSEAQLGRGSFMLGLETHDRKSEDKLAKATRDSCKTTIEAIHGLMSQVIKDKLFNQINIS
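Detection – fluorescence polarization · System – HEK293T-derived human Csn5 enzyme · Controls – substrate-only high control, full reaction low control · Timing – 90 min, room temperature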
Rpn11 inh – blocks the human proteasome subunit Rpn11; calls only at 20 µM; O00487; 360,000 tested, 0.59% active; human 26S proteasome, Ub4-pepOG fluorescence polarization; 20S core pre-blocked with epoxomicin;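 active means inhibition at 20 µM, scaled to each plate's controls, above about 33%, limit read from the data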
SKN-1 inh – inhibitors of C. elegans SKN-1 | AID 624304 | C. elegans VP596 Pgst-4::GFP/RFP ratio, acrylamide-induced, 24 h | 360,000 tested, 0.49% active | inhibition, % at 21.8 µM;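 active means interference check ratio from 0.5 to 1.5 plus GFP to RFP signal ratio inhibition reaching or exceeding a fixed threshold, cut at about 30% in these data, passing the limit was not always enough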; further: some compounds called inactive have numbers as strong as hits
MT1-MMP act inh – MT1-MMP (human) activation inhibition; HT1080 RFP-PRO-GFP cells, GFP/RFP ratio fluorescence, overnight; percent of plate control window, DMSO zero; GFP/RFP ratio change, % at 20 µM; 360,000 tested, 0.061% active; AID 651647;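 active means GFP/RFP ratio change of at least 30% with cell ATP level not reduced by more than half and red fluorescence within 50% of control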; further: strong numbers were not always called active
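Test system: HT1080 RFP-PRO-GFP cells; Benchmarks: DMSO and RFP-L50D-GFP cell wells; Timing: cells overnight before dosing, compound overnight, 37 °C, 5% CO2; Compound: one 20 µM compound dose with 1% DMSO; Read-out: GFP/RFP fluorescence ratio.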
FAS TE block – blocks the thioesterase domain of human fatty acid synthase; P49327; recombinant FAS-TE, OMFH fluorogenic substrate, fluorescence endpoint; inhibition, % at 15 µM; 360,000 tested, 0.67% active;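 active means compounds whose normalised, plate-corrected inhibition of enzyme fluorescence in the single-dose primary screen is 50% or more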;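 further: 0% = DMSO with enzyme and 100% = substrate without enzyme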
NadD block – inhibitors of Staphylococcus aureus NadD. purified NadD enzyme, colorimetric absorbance read-out. inhibition, % at 20 µM. 360,000 tested, 0.78% active. AID 602399; in the data active means inhibition above about 26%; further: some compounds past the cut are filed as inactive
Starred values were filed as active, the others as inactive; i = inactive; . = not tested or not shown.

SMILES	Neddylation inh	MLLE-PAM2 inh	Rin1-Abl PPI inh	CSN deneddyl inh	Rpn11 inh	SKN-1 inh	MT1-MMP act inh	FAS TE block	NadD block
COc1cc(O)sc1C=Nc1ccc(Cl)cc1	i	21	-2	3	i	23	-5	2	2
Cn1c(=O)[nH]c(=O)c2c1nc(N1CCCCCC1)n2CCCSc1nc2ccccc2o1	i	-4	-1	4	i	-1	-1	9	5
COc1ccc(NC(=O)CN(C)C(=O)CCCSc2nc3ccccc3[nH]2)cc1	i	-28	3	2	i	18	2	-9	3
CCOC(=O)C(C)Oc1ccc(OCc2ccccc2)cc1 (configuration not stated)	i	8	0	-9	i	6	5	20	-13
C[C@@H](NC(=O)[C@@H]1Cc2ccccc2CN1)C(=O)NC1CCCC1	i	4	0	-4	i	7	3	2	0
CCOc1ncccc1C(=O)OCC(=O)NCCc1ccccc1	i	-7	2	-3	i	8	4	-1	-5
Cc1ccc(S(=O)(=O)N2C[C@]3(O)C[C@@H]4C(=O)N(c5ccccc5)C(=O)[C@@H]4C[C@]3(OC(=O)NCC3CCCCC3)C2)cc1	i	0	0	0	i	20	-1	-3	11
COc1cc(S(=O)(=O)N(Cc2ccccc2)Cc2ccccn2)ccc1-n1cnnn1	i	13	-4	-2	i	8	0	2	-7
COCCCNC(=O)c1cccc(S(=O)(=O)N2CC3(C)CC2CC(C)(C)C3)c1 (configuration not stated)	i	2	-5	3	i	0	-2	-5	4
CC(C)S(=O)(=O)c1csc(C(=O)NN)c1Cl	i	4	-4	-5	i	-4	0	-2	-2
CS(=O)(=O)c1ccc(Cl)c(C(=O)O)c1	i	3	2	1	i	1	2	-10	0
Cc1ccc(S(=O)(=O)NNC(=O)Nc2cccc(F)c2)c(C)c1	i	12	2	2	i	-8	-1	6	-2
Cc1ccc(C(=O)c2cn[nH]c2-c2ccccc2O)cc1	i	12	2	2	i	-7	-1	-72	-7
COc1ccc(C2C3=C(CCCC3=O)Nc3nc(SCc4ccc(C(=O)O)cc4)nn32)cc1OC (configuration not stated)	i	-2	-2	7	i	-13	4	-3	4
CCCOc1ccc(N2C(=O)CC(N3CCN(CCN=CC4=C(O)CC(C)(C)CC4=O)CC3)C2=O)cc1 (configuration not stated)	i	-11	-1	-5	i	-11	2	-3	-3
C=CCc1cccc2cc(C(=O)NC3=C(C#N)CCC3)c(=O)oc12	i	0	-2	3	i	-14	2	42	-9
Cc1cc(Oc2ccc(C#N)cc2)nc(N2CCOCC2)n1	i	3	-3	-2	i	2	1	-5	1
COC(=O)C1(C(F)(F)F)N=C(C(F)(F)F)Nc2ccc(Cl)cc21 (configuration not stated)	i	-4	0	-6	i	9	2	-2	-4
NC(=O)C1CCCN(C(=O)Nc2cccc3ccccc23)C1 (configuration not stated)	i	2	1	-2	i	19	1	-3	1
Cc1cc(NC(=O)CSc2nncn2-c2ccccc2)no1	i	-5	-2	-1	i	9	-4	-7	-9
CCC1Sc2ccc(S(=O)(=O)CCC(=O)Nc3cccc(Br)c3)cc2NC1=O (configuration not stated)	i	-5	0	5	i	3	0	19	-4
COc1ccc(Cl)cc1-c1cc(C(=O)NCc2cc(C(F)(F)F)cc(C(F)(F)F)c2)[nH]n1	i	-8	1	2	i	8	-3	13	9
CC[C@]12c3[nH]c4ccc(OC)cc4c3CCN1C(=O)C(CC(=O)NCCCn1ccnc1)C[C@@H]2C(=O)N1CCN(C(=O)C2CC2)CC1 (some centres not stated)	i	-15	0	-1	i	17	3	-9	-2
Cc1ccc(C(=O)OCC(=O)c2ccc(CC(=O)N3CCOCC3)s2)cc1C	i	-11	-5	12	i	2	-4	-6	3
CCOc1cccc(CN2CCC(CCC(=O)NC3CC3)CC2)c1O	i	-13	-2	1	i	7	3	-6	-2
O=C(Nc1nc(-c2ccccc2)c(C(=O)c2ccccc2)s1)c1ccc(S(=O)(=O)N2CCCCC2)cc1	i	3	-1	-3	i	4	-20	86*	9
O=C(/C=C/c1ccco1)NCCCN1CCOCC1	i	2	-1	6	i	-10	2	-6	4
O=[N+]([O-])c1ccc(O)c(C=Nc2ccc3c(c2)OCO3)c1	i	9	-5	2	i	2	-5	-3	3
CC1(C)CC(NC(=O)COc2cc3oc(=O)c4c(c3cc2Cl)CCC4)CC(C)(C)N1	i	0	-1	1	i	2	3	-2	-9
N#CC1=C2SCN(Cc3ccco3)CN2C(=O)CC1c1cccc2ccccc12 (configuration not stated)	i	-15	3	9	i	16	-4	2	31*
FC(F)(F)c1nc(SCc2ccc(Cl)cc2Cl)n[nH]1	i	-4	-3	1	i	-4	-2	-11	-3
O=C(OCn1nnc2ccccc2c1=O)C1COc2ccccc2O1 (configuration not stated)	i	7	-3	-5	i	-7	-5	-7	-3
C=C(C)CN(CC)C(=O)CSc1nc(O)cc(=O)n1C1CCCC1	i	14	0	3	i	-8	-4	-1	-1
O=C(NCc1cc(Br)cc(Br)c1OC(=O)c1ccccc1[N+](=O)[O-])c1ccccc1	i	-3	3	-2	i	-1	-4	34	14
O=C(CN(Cc1ccccc1)C(=O)c1ccc2c(c1)OCCO2)NCc1ccc2c(c1)OCO2	i	5	-1	-3	i	-11	1	3	-8
COc1cc(OC)cc(C(=O)NCc2n[nH]c(=S)n2-c2ccccc2)c1	i	-3	1	-3	i	21	0	-9	1
COc1ccc(Cc2nc(C(=O)Nc3ccccc3)cs2)cc1	i	-2	-2	0	i	-8	4	15	-10
Cc1ccccc1C1=Nn2c(nnc2-c2ccco2)SC1	i	-10	5	4	i	-3	1	1	0
CCn1c(O)c(/C=C2\C=NN=C2c2ccccc2)sc1=S	i	-22	-1	-1	i	-4	0	-49	1
CCOc1ccc(-c2cc(C(=O)Nc3ccc4c(c3)OCCO4)c3ccccc3n2)cc1	i	-11	0	-4	i	-13	-4	39	33*
Cc1cc(NS(=O)(=O)c2ccc(C3CCCCC3)cc2)no1	i	-6	-2	7	i	-3	2	2	1
C=CC[C@@H](Cc1ccc(F)cc1)C(=O)OC[C@H]1CCCN1C(=O)[C@@H](CC=C)CC(=O)N(CCO)Cc1ccccc1	i	14	-1	-1	i	-18	-9	17	-2
Nc1nc(N)nc(-c2ccc(Cl)cc2)n1	i	-2	0	-3	i	6	-6	-6	8
CC(C)(C)OC(=O)N1CCC(CC2CC(c3ccccc3)=NO2)(C(=O)NCc2ccccc2)CC1 (configuration not stated)	i	8	4	104	i	9	-1	-6	-3
CCOC(=O)N1CCN(C(=O)CCNS(=O)(=O)c2ccc(C)c(C)c2)CC1	i	12	0	-4	i	-1	-6	-5	0
COc1ccc(S(=O)(=O)N2CCOc3ccccc32)cc1	i	-9	2	0	i	-4	-1	11	-7
COc1ccc(CCNC(=O)CNS(=O)(=O)c2cccs2)cc1OC	i	2	0	9	i	10	2	-10	2
COc1cc(/C=N/NC(=O)c2ccncc2)ccc1OCC(=O)Nc1ccccc1	i	-13	0	-4	i	2	.	-4	-2
CC(NC(=O)NC(=O)c1cccc([N+](=O)[O-])c1)C1CC1 (configuration not stated)	i	7	-4	-4	i	34	3	19	-1
CC(CN1CCCC1)OC(=O)C(c1ccccc1)c1ccccc1 (configuration not stated)	i	6	0	-3	i	-7	0	0	-2
Next part
SMILES	Neddylation inh	MLLE-PAM2 inh	Rin1-Abl PPI inh	CSN deneddyl inh	Rpn11 inh	SKN-1 inh	MT1-MMP act inh	FAS TE block	NadD block
COc1ccc(NS(=O)(=O)c2ccc(N3CCOCC3)c(NC(=O)c3ccc(OC)cc3)c2)cc1	i	-5	-4	-10	i	10	1	9	-7
CCOc1ccc(NS(=O)(=O)c2ccc(NC(=O)c3cccnc3)c(OC)c2)cc1	i	11	4	-4	i	-13	0	2	-7
O=c1[nH]c(-c2ccccc2)ncc1OCc1ccccc1	i	1	-1	-5	i	-2	2	-6	-1
O=c1cc(CSc2nnc(Nc3ccccc3)s2)nc2sccn12	i	9	1	1	i	-6	-5	-3	6
Cc1cc([N+](=O)[O-])nn1CC(=O)N1c2ccccc2CC1C (configuration not stated)	i	2	0	0	i	-5	-2	-3	3
COc1ccccc1-n1cnnc1SC(C)C(=O)Nc1cccc([N+](=O)[O-])c1 (configuration not stated)	i	2	-2	-5	i	-8	5	-3	-3
O=C(NCCN1CCN(Cc2ccccc2)CC1)c1ccc(CS(=O)(=O)c2c(Cl)cccc2Cl)o1	i	9	0	-1	i	4	1	0	-2
Cc1ccc(NC(=S)NNC(=O)CSc2nnc(-c3ccc(Cl)cc3)n2C2CCCCC2)cc1	i	28	-2	0	i	8	2	7	18
O=C(/C=C1\NC2(CCCC2)Cc2ccccc21)C(=O)N/N=C/c1ccccc1O	i	3	-9	-2	i	1	-15	27	20
Cc1cc(C)n2nc(C(=O)N3CCN(Cc4ccc5c(c4)OCO5)CC3)nc2n1	i	-7	-2	-8	i	4	-3	-3	-3
CCOC(=O)N1CCC(NC(=O)c2cc(COc3ccc(F)cc3Cl)on2)CC1	i	-19	-1	-1	i	20	2	-1	-5
CCOc1ccccc1OCCCC(=O)NNC(=O)c1ccc(F)cc1	i	0	3	0	i	-8	2	-4	0
COc1ccc(C(CNC(=O)CCNS(=O)(=O)c2ccc(Br)cc2)N2CCCC2)cc1 (configuration not stated)	i	6	3	1	i	12	1	-5	-6
Cc1[nH]c2ccccc2c1C(=O)CN1CCN(c2ccc(Cl)cc2)CC1	i	-4	-1	1	i	6	12	9	-2
Cc1nnc(NC(=O)c2ccccc2F)s1	i	1	3	1	i	6	4	-3	4
CN(Cc1ccccc1)S(=O)(=O)c1csc(C(N)=O)c1	i	4	-2	5	i	13	-1	-1	8
Cc1c(NC(=O)C(C)OC(=O)c2ccc(NC(=O)CC#N)cc2)c(=O)n(-c2ccccc2)n1C (configuration not stated)	i	-18	2	0	i	20	-2	-5	6
CCCCCn1nc(C(=O)N(CCOC)c2c(N)n(CCCC)c(=O)[nH]c2=O)c2ccccc2c1=O	i	16	-1	-2	i	6	2	-3	-2

Of the compounds above, 8 contain two or more sulfur atoms.
SMILES	Neddylation inh	MLLE-PAM2 inh	Rin1-Abl PPI inh	CSN deneddyl inh	Rpn11 inh	SKN-1 inh	MT1-MMP act inh	FAS TE block	NadD block
CC(C)S(=O)(=O)c1csc(C(=O)NN)c1Cl	i	4	-4	-5	i	-4	0	-2	-2
CCC1Sc2ccc(S(=O)(=O)CCC(=O)Nc3cccc(Br)c3)cc2NC1=O (configuration not stated)	i	-5	0	5	i	3	0	19	-4
O=C(Nc1nc(-c2ccccc2)c(C(=O)c2ccccc2)s1)c1ccc(S(=O)(=O)N2CCCCC2)cc1	i	3	-1	-3	i	4	-20	86*	9
CCn1c(O)c(/C=C2\C=NN=C2c2ccccc2)sc1=S	i	-22	-1	-1	i	-4	0	-49	1
COc1ccc(CCNC(=O)CNS(=O)(=O)c2cccs2)cc1OC	i	2	0	9	i	10	2	-10	2
O=c1cc(CSc2nnc(Nc3ccccc3)s2)nc2sccn12	i	9	1	1	i	-6	-5	-3	6
Cc1ccc(NC(=S)NNC(=O)CSc2nnc(-c3ccc(Cl)cc3)n2C2CCCCC2)cc1	i	28	-2	0	i	8	2	7	18
CN(Cc1ccccc1)S(=O)(=O)c1csc(C(N)=O)c1	i	4	-2	5	i	13	-1	-1	8
